NCF1 inh – blocks human p47phox regulatory protein of NADPH oxidases | P14598 | p47phox/p22phox peptide binding, fluorescence polarization, 2 h | 0.53% of 220,000 active | AID 1274 | inhibition, % at 24.7 µM;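 active = inhibition above about 30%, limit read from the data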;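 note: 0% = p47phox with labelled peptide and 100% = labelled peptide alone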
Target sequence (P14598 whole entry, looked up): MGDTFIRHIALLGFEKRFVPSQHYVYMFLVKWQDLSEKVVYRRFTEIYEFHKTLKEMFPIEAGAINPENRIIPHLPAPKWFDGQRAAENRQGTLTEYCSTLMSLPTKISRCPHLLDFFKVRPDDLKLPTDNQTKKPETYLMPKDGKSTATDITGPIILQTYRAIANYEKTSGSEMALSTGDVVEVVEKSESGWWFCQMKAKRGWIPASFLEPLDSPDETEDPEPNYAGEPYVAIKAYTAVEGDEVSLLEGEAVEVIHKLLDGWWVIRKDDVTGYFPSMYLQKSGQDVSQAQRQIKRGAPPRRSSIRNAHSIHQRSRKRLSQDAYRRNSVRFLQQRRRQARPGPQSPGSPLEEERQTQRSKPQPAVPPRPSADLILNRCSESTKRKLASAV
BaF3 tox – counter-screen for JAK2V617F inhibitors: parental Ba/F3 viability inhibitors; CellTiter-Glo ATP luminescence; inhibition, % at 5.6 µM; 1.1% of 220,000 active;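 active = inhibition above a per-campaign cutoff, the mean inhibition of all tested compounds plus 3 SD, cut at about 27% in these data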;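 note: 0% = DMSO wells and 100% = JAK Inhibitor I control wells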
Furin inh – human furin inhibition; purified furin, fluorogenic substrate cleavage; 0.061% of 220,000 active; inhibition, % at 30 µM; P09958; in the data active = inhibition above about 25%; note: inactives centre near -15
EP2 antag – inhibitors of human EP2 prostaglandin E2 receptor; 0.52% of 260,000 active; C6 glioma cells expressing human EP2, cAMP TR-FRET; cells stimulated with saturating PGE2; inhibition, % at 25 µM;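 active = percent inhibition above 40 after rounding to a whole number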;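 note: rat C6 glioma host cells with rolipram phosphodiesterase inhibitor present; the protocol text gives 20 µM as final concentration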
Target sequence (P43116 whole entry, looked up): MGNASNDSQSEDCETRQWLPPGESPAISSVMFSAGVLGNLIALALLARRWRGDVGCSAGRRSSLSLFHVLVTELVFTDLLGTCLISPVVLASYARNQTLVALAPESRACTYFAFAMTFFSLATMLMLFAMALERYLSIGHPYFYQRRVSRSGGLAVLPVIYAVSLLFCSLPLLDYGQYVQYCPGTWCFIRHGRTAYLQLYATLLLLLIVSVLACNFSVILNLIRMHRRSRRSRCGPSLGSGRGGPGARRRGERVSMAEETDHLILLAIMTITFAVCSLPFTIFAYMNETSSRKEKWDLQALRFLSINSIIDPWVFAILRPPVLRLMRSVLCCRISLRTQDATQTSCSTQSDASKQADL
PPC-1+TRAIL kill – compounds killing PPC-1 cancer cells with TRAIL present (potentiator screen, no TRAIL-free arm); AID 1443; PPC-1 cells + TRAIL, ATPLite viability luminescence; cell killing (% activity), % at 4 µM; 0.41% of 220,000 active;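 active = cell killing above 50% in the first pass at 4 µM, then a duplicate retest at 5 µM averaging 50% or more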;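 note: plate controls were cells with TRAIL plus DMSO for no effect and medium-only wells lacking cells for full effect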
RBBP9 inhibitor – blocks human serine hydrolase RBBP9 | recombinant RBBP9, FP-Rh probe fluorescence polarization | 0.2% of 220,000 active | inhibition, % at 7.94 µM | O75884 | AID 1515;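 active = inhibition above the campaign mean of all tested compounds plus 3 SD, cut at about 14% in these data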;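 note: plate controls were DMSO wells with RBBP9 for no effect and wells lacking RBBP9 protein for full effect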
Target sequence (O75884 whole entry, looked up): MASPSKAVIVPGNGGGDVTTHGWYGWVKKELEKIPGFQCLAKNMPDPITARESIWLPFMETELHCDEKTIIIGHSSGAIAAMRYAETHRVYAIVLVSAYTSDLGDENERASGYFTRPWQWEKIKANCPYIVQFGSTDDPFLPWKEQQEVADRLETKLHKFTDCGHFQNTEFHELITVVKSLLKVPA
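Test system – recombinant human RBBP9 · Input – RBBP9 2.5 µM in dispensing solution, pre-mixing · Medium – Tris buffer pH 8.0, NaCl, Pluronic · Schedule – preincubation 30 min plus labeling 45 min at 25 °C · Measured by – fluorescence polarization · Measure – % inhibition · Controls – DMSO and no-protein wells · Replicates – one well per compound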
p97 ATPase inh – human p97 ATPase inhibition; inhibition, % at 8 µM; 0.42% of 220,000 active; recombinant p97 ATPase, Kinase-Glo ATP luminescence, 3 h; P55072; in the data active = inhibition above about 15%;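 note: 0% = DMSO vehicle and 100% = wells lacking enzyme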
Tb hexokinase – T. brucei hexokinase 1 inhibition; inhibition, % at 10 µM; recombinant TbHK1, G6PDH-coupled NADH A340; 0.11% of 220,000 active;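 active = inhibition of 50% or more in the single-dose primary screen; inactive = inhibition below 50%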
Ba/F3 V617F tox – reduce viability of Ba/F3 cells dependent on JAK2V617F; Ba/F3 EpoR-JAK2V617F viability, ATP luminescence; 1.1% of 220,000 active; AID 1446; inhibition, % at 5.6 µM;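 active = inhibition above the campaign mean plus 3 SD over all tested compounds, cut at about 24% in these data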;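 note: cytokine-independent growth of Ba/F3 cells driven by EpoR plus mutant JAK2; 0% = DMSO-treated cells and 100% = JAK inhibitor I control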
Starred values were filed as active, the others as inactive; nt = not tested or not shown; & = joins results of further samples; [ ] = another dose, or the depositor's remark. An excerpt; count on the stated rates, not on these rows.

SMILES | NCF1 inh | BaF3 tox | Furin inh | EP2 antag | PPC-1+TRAIL kill | RBBP9 inhibitor | p97 ATPase inh | Tb hexokinase | Ba/F3 V617F tox
CCNCc1nc2cc(OC)c(OC)cc2c(=O)[nH]1 | -11 | 13 | -13[20 µM] | 9 | 13 | -3 | 1 | -6 | 21
O=C(Oc1ccc(Cl)c2cccnc12)c1cccc([N+](=O)[O-])c1 | -8 | 4 | -5 | 13 | 0 | -12 | -4 | 35 | 1
Nc1c(C(=O)N/N=C/c2cccnc2)oc2nc(-c3ccco3)cc(-c3ccco3)c12 | -26 | -1 | -8 | 5 | 4 | 8 | 17* | 9 | -4
COc1ccc2c(Cl)c(-c3nnc(SCC(=O)c4ccccc4)n3C)sc2c1 | 10 | 2 | -8[20 µM] | nt | 9 | -11 | -8 | 19 | 4
CCOC(=O)N1CCN(S(=O)(=O)c2ccc(OC)c3ccccc23)CC1 | -1 | 9 | -3[20 µM] | 17 | 13 | -4 | -9 | 21 | 6
Cc1[nH]nc(SCC(=O)N2CCCC2)c1[N+](=O)[O-] | -2 | 1 | -19 | 10 | 11 | -3 | 5 | -7 | -2
O=C(CCc1ccccc1)NCc1ccccn1 | -4 | 6 | 0 | 3 | 4 | -8 | -4 | 3 | 3
COc1ccc(-c2[nH]ncc2CN2CCN(C3CCCCC3)C(=O)C2)cc1F | -6 | 6 | -25 | 3 | 6 | -5 | 1 | -9 | 0
O=C(c1cc(-c2ccncc2)nc2ccccc12)N1CCN(S(=O)(=O)/C=C/c2ccccc2)CC1 | -16 | 8 | -7[20 µM] | 6 | 17 | -11 | 0 | -11 | 3
CCOC(=O)c1c(C=O)c(C)n(Cc2ccccc2)c1C | -12 | -1 | 3[20 µM] | 6 | 3 | -2 | -1 | -4 | -5
O=C(c1ccc(F)c(S(=O)(=O)N2CCOCC2)c1)N(c1ccccc1)c1ccccn1 | 3 | 7 | -20 | 5 | 23 | -7 | 5 | 1 | 0
COc1cccc(N2CN(CCc3ccccc3)CNC2=S)c1 | -14 | 0 | -24 | 2 | 8 | -1 | 0 | -2 | -4
CCOc1ccc(C(=O)NCc2ccco2)cc1 | -10 | 10 | -16 | 6 | 19 | -8 | -6 | 8 | 2
Cn1c(SCc2ccccc2)nnc1-c1ccco1 | 13 | 15 | -6 | 5&4 | 14 | -3 | -4 | 6 | 9
Cn1c(=O)oc2cc(S(=O)(=O)Nc3cccc(C(=O)O)c3)ccc21 | 0 | 0 | -24 | 8&5 | 27 | -7 | 3 | 2 | -3
CCOc1ccccc1NC(=O)/C=C/c1ccccc1[N+](=O)[O-] | -4 | 5 | -2 | 12 | 16 | -7 | 0 | 32 | 6
CCc1ccccc1NC(=O)C1CC(c2ccc(F)cc2)=NO1 (stereo unspecified) | 33* | 3 | -23[20 µM] | 5 | 2 | 0 | 3 | 3 | -2
COc1ccccc1CC(=O)Nc1ccc(-c2nnc(-c3ccco3)o2)cc1 | -13 | -1 | -3 | 2 | -23 | 1 | 3 | -15 | 0
CC(NC(=O)Cn1cnc([N+](=O)[O-])n1)c1ccccc1 (stereo unspecified) | -6 | -4 | -12[20 µM] | 11 | -6 | -10 | 2 | 3 | -5
CCOC(=O)N1CCN(c2c(NCCN3CCN(c4ccccc4F)CC3)c(=O)c2=O)CC1 | -2 | -5 | -13 | 10 | 1 | -7 | 1 | -11 | -2
CCC(C)C(Nc1ccc(C(=O)OC)cc1[N+](=O)[O-])C(=O)OC (stereo unspecified) | -11 | 7 | -12 | 7 | 0 | -10 | 4 | 0 | 0
CCOc1c(Br)cc(/C=C2\C(=O)N(CCC#N)N=C2C)cc1OC | -14 | 4 | -14[20 µM] | 29 | 7 | 13 | 27* | -9 | -3
Cc1onc(-c2ccccc2Cl)c1C(=O)NCc1ccc(N2CCCC2=O)cc1 | -8 | 10 | -4[20 µM] | 3 | 5 | -5 | -2 | 2 | 7
Cc1csc(SCC(=O)NC(C)c2ccc(F)cc2)n1 (stereo unspecified) | -1 | 1 | -19 | 7 | 8 | -1 | 4 | -5 | -1
COc1cc(NS(=O)(=O)c2ccc(NC(=S)NC(=O)c3ccco3)cc2)ncn1 | -8 | 3 | -23 | 9&11 | -1 | -8 | 6 | -4 | -4
NCCN=C1NS(=O)(=O)c2ccccc21 | -13 | 1 | 2[20 µM] | 3 | 16 | -9 | 9 | -2 | -2
CCc1ccc(C(=O)COC(=O)c2cccnc2Cl)cc1 | 0 | -2 | -25 | 7 | 8 | 6 | 0 | -4 | -4
CCOc1ccc(CCNC(=O)Cn2ccc3ccccc3c2=O)cc1OCC | 10 | 1 | -16 | 3 | 18 | -6 | -6 | -1 | 101*
Brc1ccccc1OCCCN1CCCCCC1 | nt | 4 | -21 | 6 | 10 | 7 | -1 | 3 | 1
O=C(CNC(=O)c1ccccc1)N/N=C/c1cc(Br)ccc1O | -4 | 3 | -25 | 5 | 39 | -9 | 8 | -5 | -2
CSc1nnc(-c2cccs2)n1C | -9 | 9 | -18 | 10 | nt | 1 | 1 | 1 | 0
O=S(=O)(Nc1ccc(N2CCCCC2)cc1)c1ccccc1F | -4 | 3 | 3 | 6 | 8 | -13 | -6 | -5 | 2
N/C(=N\OC(=O)c1cccc(F)c1)c1ccccc1 | -6 | 8 | -2 | nt | 20 | 9 | -2 | 0 | 2
CC(C)OCCCn1c(NN)nc2ccccc2c1=O | -4 | -1 | -19 | 2 | 16 | 1 | 4 | -12 | -5
CCOC(=O)c1ccc(NC(=O)Cn2ncc(Cl)c(Cl)c2=O)cc1 | 10 | 63* | 2 | 16 | 9 | -14 | 4 | 9 | 56*
Cc1cc(Cl)ccc1OCCCC(=O)OCC(=O)c1c(N)n(C)c(=O)n(C)c1=O | -5 | -1 | -27 | 15 | 18 | -6 | -5 | -13 | -2
CC1(C)Cc2c(c(-c3ccccc3)[nH]c(=O)c2C#N)CS1 | -16 | 2 | -4 | 13 | 17 | -4 | -2 | -21 | -3
CCN1CCN(CC(O)COC(C)C)CC1 (stereo unspecified) | -7 | 1 | -5[20 µM] | 3 | 21 | -5 | 0 | 3 | 0
Cc1ccc(NC(=O)CN(C)C(=O)CSc2nnnn2C)cc1 | 0 | 8 | 2 | 3 | -1 | 6 | 11 | -15 | -2
Cc1ccccc1OCC(=O)Nc1cc(Cl)ccc1Oc1ccccc1 | -6 | 2 | -11 | 12 | 4 | -5 | 8 | 4 | -4
COc1ccc(/C=C(\C)c2nc(C)c(-c3ccccc3)c(=O)[nH]2)cc1 | -15 | -2 | -28 | 11 | 8 | 6 | -1 | -10 | 1
COc1ccc(NC(=O)C2CCC(CNS(=O)(=O)c3cccs3)CC2)cc1OC (stereo unspecified) | -3 | 5 | -22 | 6 | -18 | -9 | 2 | 7 | 4
O=C(Nc1ccc2oc(-c3ccccc3)nc2c1)c1cc(-n2cnnc2)ccc1Cl | -31 | 14 | -5 | 7 | 13 | 1 | 0 | 0 | 5
CC(=O)Nc1ccc(C#Cc2ccc(NC(C)=O)cc2)cc1 | -3 | 12 | 1[20 µM] | nt | 10 | -6 | -4 | 2 | 6
COCCNC(=O)/C(C#N)=C/c1ccc(C)o1 | -21 | 4 | -10 | 9 | -4 | -2 | 5 | -35 | -3
COC(=O)C1=C(C)NC2=C(C(=O)c3ccccc32)C1c1ccc(-c2ccc(C(=O)O)cc2)o1 (stereo unspecified) | -26 | 4 | 13[20 µM] | 43* | 19 | -8 | -6 | -9 | 4
Cc1cc(C)c2cc(C(=O)Nc3ccc4c(c3)OCO4)[nH]c2c1 | 1 | -1 | -17 | 7 | -19 | 3 | 6 | -11 | -1
COc1cccc(C2CC3(CC(C)(C)NC(=S)N3)Oc3cc(O)ccc32)c1 (stereo unspecified) | -6 | 4 | -14 | 6 | 26 | -5 | 1 | -1 | 0

An excerpt from above with just BaF3 tox.
Compound	BaF3 tox
Cc1ccccc1OCC(=O)Nc1cc(Cl)ccc1Oc1ccccc1	2
COc1ccc(/C=C(\C)c2nc(C)c(-c3ccccc3)c(=O)[nH]2)cc1	-2
COc1ccc(NC(=O)C2CCC(CNS(=O)(=O)c3cccs3)CC2)cc1OC (stereo unspecified)	5
O=C(Nc1ccc2oc(-c3ccccc3)nc2c1)c1cc(-n2cnnc2)ccc1Cl	14

Following part:
SMILES | NCF1 inh | BaF3 tox | Furin inh | EP2 antag | PPC-1+TRAIL kill | RBBP9 inhibitor | p97 ATPase inh | Tb hexokinase | Ba/F3 V617F tox
Cc1cccc(C)c1NC(=O)CSc1nnc([C@H](C)NC(=O)OC(C)(C)C)o1 | -5 | 6 | -30 | 3 | -13 | -10 | -5 | -1 | 2
CCC(C)NC(=O)CC(C)C (stereo unspecified) | 4 | 1 | -16 | 3 | 46 | -3 | 5 | -4 | -2
Cc1c(Br)cccc1NC(=O)c1sccc1-n1cccc1 | -7 | -1 | -7[20 µM] | nt | 10 | -5 | 2 | 2 | -6
Cc1cccc(C)c1NC(=O)NCCCN1CCN(c2ccccc2)CC1 | -3 | 3 | 1 | 6 | 4 | -4 | -1 | 6 | 5
N#Cc1nc(Cc2ccccc2)oc1N1CCCC1 | 1 | -1 | -8 | 7 | 7 | -16 | -7 | 10 | 3
Cc1ccc2nc(-c3ccc4c(c3)NC(=O)CO4)cn2c1 | -9 | 0 | -21 | 18 | 48 | -2 | 8 | -18 | -3
CCOC(=O)C(NCCCO)c1ccccc1 (stereo unspecified) | -1 | 4 | -19 | 4 | 8 | 2 | 2 | -4 | -1
CC(C)c1cc(Br)ccc1OCCCN1C(=O)NC(C)(C)C1=O | -3 | 6 | -5[20 µM] | 9 | 24 | -1 | -2 | -1 | 1
CC(=O)c1ccc(N2CCN(C(=O)CCCn3c(=O)[nH]c4ccc(Br)cc4c3=O)CC2)cc1 | 6 | 4 | -16 | 13 | 3 | -4 | 4 | 2 | 0
Cc1ccc(N2C(=O)c3sc4nnc(C)c(=O)n4c3C2=O)cc1 | -8 | 3 | -10[20 µM] | 7 | -2 | -6 | -4 | -16 | 0
CN(C)CCNC(=S)Nc1ccc(Cl)cc1 | -15 | 2 | -17[20 µM] | 18 | 0 | -4 | -1 | -1 | 2
COc1ccc(Nc2oc(-c3ccc(OC)cc3)nc2C#N)cc1 | -27 | -2 | -15 | 3 | 8 | -3 | 6 | -29 | 1
C1CCC(n2nnnc2CN2CCCC2)CC1 | -6 | 3 | -14 | 9 | 4 | -1 | 3 | 2 | -2
Cc1nnc(SCCOc2ccccc2)s1 | -1 | 4 | -24 | 17 | 10 | -6 | -1 | -11 | -2
CC(=O)N[C@@H](Cc1c[nH]c2ccccc12)C(=O)OCC(=O)Nc1ccc(Cl)c(S(=O)(=O)N(C)C)c1 | -3 | 1 | -4 | 5 | 5 | 5 | 9 | -1 | -6
Cc1ccc(NC2=CC(=O)CC(c3ccc(Cl)cc3)C2)cc1 (stereo unspecified) | 3 | 2 | -8 | 8 | 16 | -6 | -3 | 1 | 1
CCOC(=O)NC(=O)CSc1nnc(C)s1 | -1 | 0 | -32[20 µM] | 8 | -5 | -8 | 0 | 3 | -1
CCOC(=O)N1CCN(Cc2c(F)cccc2Cl)CC1 | -5 | 6 | -19 | 10 | 18 | -3 | 3 | -3 | 0
CC(=O)Oc1ccc2ccccc2c1C(NC(=O)Cc1ccccc1)c1ccccc1Cl (stereo unspecified) | 0 | 2 | -21[20 µM] | 10 | 7 | -6 | 3 | -3 | 2

High-throughput results as filed in PubChem.
